Cardio protect = cardioprotection against H2O2-induced cell death, primary screen, uHTS, H9c2 cells, ATPLite luminescence; H9c2 cardiomyocytes, H2O2 injury protection, 2 h; protection from H2O2 cell death, % at 20 µM; 360,000 compounds, 0.63% hits; AID 588492, 2011;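 active = compounds giving at least 50% protection of heart cells from peroxide-induced death in the single-dose screen, raw or plate-pattern-corrected value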;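 note: 0% = DMSO wells with peroxide and 100% = DMSO wells without peroxide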
CaV13 FRET inh = Disruptors of the CACNA1D IQ motif to Ca2+-dependent inactivation inhibitor domain association, primary screening, Förster resonance energy transfer in intact living …; HEK cells, CFP/YFP FRET ICDI-IQ, plate reader, 10 min; percent FRET-ratio fall versus neutral wells; 340,000 compounds, 0.098% hits; inhibition, % at 12.3 µM;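 active = mean replicate inhibition of at least 30% and at least 1% of replicates passing that level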;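 note: 0% = median of the neutral control wells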
PDI turbidity = inhibitors of human PDI, primary screen, biochemical, turbidity, single point, plate reader; Protein disulfide-isomerase (Homo sapiens), P07237; inhibition, % at 10 µM; PDI insulin aggregation turbidity, A650, 90 min; 350,000 compounds, 0.052% hits;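 active = mean inhibition across replicates of 30% or more, whatever share of single replicates reach that level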;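 note: absorbance from insulin aggregation driven by PDI reduction with DTT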
N-glyco inh = increase of ERlucT glycosylation luciferase signal, primary screen, N-linked glycosylation inhibitor project, D54 ERlucT cells, luminescence, set 2 | reporter increase, % at 12.5 µM | D54 ERlucT glycosylation luciferase reporter, 24 h; percent of 100 nM tunicamycin response | 360,000 compounds, 0.23% hits;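 active = mean luciferase reporter signal, scaled so untreated is 0 and the glycosylation-blocking control 100, at or above a set limit in every replicate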;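 note: luciferase carries N-glycosylation sites so blocking glycosylation raises the light; 0% = median of neutral control wells and 100% = median of 100 nM tunicamycin wells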
ABCB6 inh 2 = ABCB6 transporter inhibitors, primary screen, K562-ABCB6 cells, flow cytometry, MLPCN library; ATP-binding cassette sub-family B member 6 (Homo sapiens), Q9NP58; K562-ABCB6 porphyrin accumulation, 1 h; stronger effect = lower value; fluorescence ratio to DMSO, % at 10 µM; 360,000 compounds, 0.19% hits; AID 602162, 2011;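 active = fluorescence ratio to DMSO below 75%, the collection mean minus 3 SD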;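 note: signal is porphyrin accumulated inside mitochondria; 100% equals median channel fluorescence of DMSO control wells; lower ratio means ABCB6 inhibition with less porphyrin fluorescence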
MC4R antag cAMP = MC4R antagonists of cAMP signaling, primary screen, cell-based, TR-FRET, antagonist arm of biased-ligand search; MC4R-expressing cells, MTII-stimulated cAMP, LANCE TR-FRET; 360,000 compounds, 0.48% hits; Melanocortin receptor 4 (Homo sapiens), P32245; inhibition, % at 6.5 µM;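 active = inhibition above its plate's cutoff, the mean of tested wells on that plate plus 3 SD, cut at about 29% in these data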;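 note: 0% = Melanotan II alone and 100% = Melanotan II plus saturating MCL0020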
Target sequence (P32245 whole entry, looked up): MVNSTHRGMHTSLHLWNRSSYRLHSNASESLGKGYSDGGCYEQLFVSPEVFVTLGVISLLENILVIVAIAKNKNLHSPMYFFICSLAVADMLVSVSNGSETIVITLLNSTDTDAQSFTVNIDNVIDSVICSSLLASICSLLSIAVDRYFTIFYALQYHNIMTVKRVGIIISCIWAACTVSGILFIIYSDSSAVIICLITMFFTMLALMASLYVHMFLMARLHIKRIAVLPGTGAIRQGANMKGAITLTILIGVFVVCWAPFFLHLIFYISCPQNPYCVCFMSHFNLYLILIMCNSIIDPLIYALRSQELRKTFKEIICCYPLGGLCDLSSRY
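Material: human MC4R-expressing U2OS cells. Probe or stimulus: Melanotan II challenge. Dosing: 6.5 µM single dose. Times: 30-min compound, 1-h challenge, 1-h detection, room temperature. Technique: TR-FRET with Eu-cAMP and labeled anti-cAMP, 671 nm. Replication: singlicate.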
ABHD5 PLIN5 PPI = ABHD5-PLIN5 interaction inhibitors, primary screen, cell lysate, split luciferase complementation, luminescence | Perilipin-5 (Homo sapiens) + 1-acylglycerol-3-phosphate O-acyltransferase ABHD5 (Homo … | Split G. princeps luciferase complementation, 4 h | inhibition, % at 4 µM | 360,000 compounds, 0.78% hits | AID 602281, 2012;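 active = inhibition above the mean inhibition across every tested compound plus 3 SD, cut at about 22% in these data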;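 note: 0% = DMSO only wells and the 100% control is not disclosed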
MC4R ag barr = MC4R agonists recruiting beta-arrestin, primary screen, cell-based, luminescence, agonist arm of biased-ligand search. Melanocortin receptor 4 (Homo sapiens), P32245. U2OS MC4R beta-arrestin complementation; percent of melanotan II response, DMSO zero. activation, % at 8.9 µM. 360,000 compounds, 0.98% hits. AID 540308, 2011;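 active = activation above a per-plate cutoff, the mean activation of sample wells on that plate plus 3 SD, cut at about 8% in these data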
m5-HT2A agonist = mouse Htr2a agonists via beta-arrestin recruitment, primary screen, cell-based, luminescence. 5-hydroxytryptamine receptor 2A (Mus musculus), P35363. CHO-K1 mHTR2A beta-arrestin complementation; percent of 30 µM serotonin response. activation, % at 7.6 µM. 360,000 compounds, 0.66% hits;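 active = activation above a run cutoff, the mean activation of all tested compounds plus 3 SD, cut at about 14% in these data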;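 note: 0% = plate median of compound wells and 100% = 30 µM serotonin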
Target sequence (P35363 whole entry, looked up): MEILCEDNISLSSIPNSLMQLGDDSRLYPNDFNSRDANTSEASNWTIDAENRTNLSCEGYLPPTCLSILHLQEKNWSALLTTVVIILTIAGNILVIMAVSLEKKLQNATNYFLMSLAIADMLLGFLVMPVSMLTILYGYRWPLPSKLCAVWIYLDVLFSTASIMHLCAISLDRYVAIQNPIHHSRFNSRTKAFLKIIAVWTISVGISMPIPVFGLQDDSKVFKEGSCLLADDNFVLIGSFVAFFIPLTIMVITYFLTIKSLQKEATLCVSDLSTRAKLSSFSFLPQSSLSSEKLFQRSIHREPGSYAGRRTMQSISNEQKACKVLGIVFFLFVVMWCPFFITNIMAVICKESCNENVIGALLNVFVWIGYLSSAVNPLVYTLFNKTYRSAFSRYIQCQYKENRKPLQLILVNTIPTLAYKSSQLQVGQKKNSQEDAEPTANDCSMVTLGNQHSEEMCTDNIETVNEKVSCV
Granule exo inh = LAMP-1 surface exposure blockers, TALL-104 cells – cell-based, flow cytometry, MLPCN library, primary screen; TALL-104 LAMP-1 surface exposure; cells stimulated with thapsigargin and PMA; inhibition, % at 10 µM; 360,000 compounds, 0.66% hits;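 active = inhibition above about 55%, limit read from the data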
* marks the source's active call; other numbers are inactive results; . = not tested or not shown. Rows are unselected (roughly 4.2% active in at least one column).

SMILES	Cardio protect	CaV13 FRET inh	PDI turbidity	N-glyco inh	ABCB6 inh 2	MC4R antag cAMP	ABHD5 PLIN5 PPI	MC4R ag barr	m5-HT2A agonist	Granule exo inh
CC(=O)c1c(-c2ccccc2)c2ccccc2[nH]c1=O	1	-4	3	1	92	-6	0	-1.5	-1	28
O=C(Nc1ccc(F)cc1)c1cc(S(=O)(=O)N2CCCCC2)ccc1F	0	-2	6	-1	98	5	-4	-1.8	-5	-2
NC(=O)CCS(=O)(=O)c1ccccc1	1	.	-1	0	100	11	-4	0.9	2	-2
COc1cccc2cc(C(=O)Oc3ccccc3)c(=O)oc12	6	-6	6	-1	95	10	17	-0.6	2	-4
O=C(c1ccccc1)n1ccc(-c2cccs2)n1	-7	-4	-7	2	100	-4	2	-0.1	1	-3
O=S1(=O)CC(N2CCSCC2)CN1Cc1cn(Cc2ccc(Cl)cc2)nn1 (configuration not stated)	.	-7	.	.	99	.	-1	.	2	1
CCOC(=O)CNC(=S)N(Cc1cccs1)C1CCCCC1	5	-5	-3	0	105	7	2	-2.6	5	-2
COc1ccc(CNC(=O)C2CCC(CNS(=O)(=O)c3ccccc3)CC2)cc1 (configuration not stated)	7	-4	-15	-4	96	-1	-2	-1.1	1	8
CC12CCCCC1c1ccccc1C(=NCC(=O)O)N2 (configuration not stated)	1	-6	3	-1	94	0	2	-1.1	0	-3
COc1ccccc1CCNC(=O)C(=O)NCC1OCCN1S(=O)(=O)c1ccc(F)cc1 (configuration not stated)	1	-16	-4	0	97	-1	2	-3.0	10	-1
O=C(Cn1cc([N+](=O)[O-])cn1)NCCc1nc2ccccc2[nH]1	-1	-1	-3	1	98	-1	-6	-2.5	1	-1
CCC1=NN2C(=N)/C(=C\c3ccc(OCCOc4ccccc4OC)cc3)C(=O)N=C2S1	8	-20	5	-1	89	1	-4	-0.8	2	2
COc1cc(OC)cc(OCC(O)Cn2ccnc2)c1 (configuration not stated)	7	.	-2	-1	100	4	2	0.2	3	-1
O=C(NN=C1CCCC1)c1ccc(Cl)cc1	1	-18	0	1	94	14	-5	2.0	-12	3
CCCCc1ccc(-c2ccc(Br)cc2)nc1	-16	-7	-4	-13	105	-6	0	4.2	0	-1
CCOC(=O)N1CCN(C(=O)CCN2C(=O)COc3ccc(C)cc32)CC1	2	-4	3	1	94	-5	0	1.3	3	0
CCC1c2ccc(C)n2CCN1C(=O)Nc1ccccc1OC (configuration not stated)	-3	.	-7	2	108	9	2	-0.9	-4	2
CCN(CC)C(=O)[C@H]1CC(CC(=O)NCC23CC4CC(CC(C4)C2)C3)C(=O)N2CCc3c([nH]c4ccccc34)[C@]12C (some centres not stated)	6	0	8	-3	95	-6	-6	-2.8	-2	4
CCc1nc2ccc(C(=O)Nc3cc(-c4ccccc4)ccc3OC)cn2c1N(C)C(=O)c1cccc(OC)c1	10	-7	-1	-7	92	18	8	-1.9	2	5
O=C(NC1CCCCCC1)C1C2C=CC3(CN(Cc4cccnc4)C(=O)C13)O2 (configuration not stated)	1	-4	.	0	101	6	0	1.9	1	-7
CCn1c(SCC(=O)Nc2cccc(C)c2)nc2c(c1=O)SC(C)C2 (configuration not stated)	-7	-8	-2	0	96	-1	5	0.1	-1	-2
CCC(CC)n1[nH]c(=O)cc1N	-8	0	-4	2	104	21	16	0.7	0	1
COc1ccc(F)cc1C(=O)C1CCCN(C(=O)Cc2c(C)noc2C)C1 (configuration not stated)	-1	-3	-1	-1	103	8	1	-1.8	1	-1
O=C1c2ccccc2C(=O)C1C(=O)C1CC1	-3	-6	-1	1	94	1	-40	-1.0	-3	-3

2 of the compounds above, as a markdown table:
| compound | Cardio protect | CaV13 FRET inh | PDI turbidity | N-glyco inh | ABCB6 inh 2 | MC4R antag cAMP | ABHD5 PLIN5 PPI | MC4R ag barr | m5-HT2A agonist | Granule exo inh |
| --- | --- | --- | --- | --- | --- | --- | --- | --- | --- | --- |
| CCOC(=O)N1CCN(C(=O)CCN2C(=O)COc3ccc(C)cc32)CC1 | 2 | -4 | 3 | 1 | 94 | -5 | 0 | 1.3 | 3 | 0 |
| CCC1c2ccc(C)n2CCN1C(=O)Nc1ccccc1OC (configuration not stated) | -3 | . | -7 | 2 | 108 | 9 | 2 | -0.9 | -4 | 2 |

Continuation:
SMILES	Cardio protect	CaV13 FRET inh	PDI turbidity	N-glyco inh	ABCB6 inh 2	MC4R antag cAMP	ABHD5 PLIN5 PPI	MC4R ag barr	m5-HT2A agonist	Granule exo inh
O=C(NCCc1ccccc1)C1CCC(CNc2c(N3CCCCC3)c(=O)c2=O)CC1 (configuration not stated)	-4	-7	12	0	98	1	-2	-0.1	-4	1
O=C(N/N=C/c1cc2c(cc1Cl)OCO2)c1ccncc1	0	-6	4	1	103	10	0	-0.6	-6	-2
CNC(=O)CO/N=C/c1ccc(N(C)C)cc1	3	1	-4	1	103	-1	-1	-2.8	0	-7
Cc1cc2c(cc1S(=O)(=O)CCC(=O)NC1CCCCC1C)OCC(=O)N2 (configuration not stated)	-2	-11	.	3	97	5	-2	0.4	2	0
Cc1ccc(-c2cc3ncc(C#N)c(N)n3n2)cc1	2	-13	-8	-1	104	17	4	4.7	1	-2
O=C(Oc1ccc(C(=S)N2CCOCC2)cc1)c1ccccc1F	0	-20	-4	3	98	8	-9	0.8	1	8
O=C(COC(=O)C1CCN(c2ccc(C(F)(F)F)cn2)CC1)c1ccccc1	-4	-2	-3	0	95	6	2	-0.1	9	3
CCN(CC)S(=O)(=O)c1ccc(-n2cnnn2)c(C)c1	2	.	-6	2	93	4	1	-3.3	2	0
CCCSc1cc(NCCOC(=O)CCC)c([N+](=O)[O-])c2nonc12	21	-4	-9	10	94	-3	-22	-0.1	1	24
CCOc1ccc(S(=O)(=O)Nc2nc3ccc(OC)cc3s2)cc1	-6	-6	-5	3	101	-12	0	-0.8	0	1
O=C(Nc1cccc(C(F)(F)F)c1)C1CC(=O)N(Cc2ccco2)C1 (configuration not stated)	6	-6	-5	2	100	7	-5	-0.9	3	9
COCCNC(=O)CSc1n[nH]c(=O)n1CCc1ccccc1	3	-21	-5	3	95	4	3	-0.9	2	2

Some of these compounds in order of formula weight, largest number first.
SMILES	Cardio protect	CaV13 FRET inh	PDI turbidity	N-glyco inh	ABCB6 inh 2	MC4R antag cAMP	ABHD5 PLIN5 PPI	MC4R ag barr	m5-HT2A agonist	Granule exo inh
Cc1cc2c(cc1S(=O)(=O)CCC(=O)NC1CCCCC1C)OCC(=O)N2 (configuration not stated)	-2	-11	.	3	97	5	-2	0.4	2	0
CCCSc1cc(NCCOC(=O)CCC)c([N+](=O)[O-])c2nonc12	21	-4	-9	10	94	-3	-22	-0.1	1	24
COCCNC(=O)CSc1n[nH]c(=O)n1CCc1ccccc1	3	-21	-5	3	95	4	3	-0.9	2	2
CCN(CC)S(=O)(=O)c1ccc(-n2cnnn2)c(C)c1	2	.	-6	2	93	4	1	-3.3	2	0
Cc1ccc(-c2cc3ncc(C#N)c(N)n3n2)cc1	2	-13	-8	-1	104	17	4	4.7	1	-2
CNC(=O)CO/N=C/c1ccc(N(C)C)cc1	3	1	-4	1	103	-1	-1	-2.8	0	-7

Further entries:
SMILES	Cardio protect	CaV13 FRET inh	PDI turbidity	N-glyco inh	ABCB6 inh 2	MC4R antag cAMP	ABHD5 PLIN5 PPI	MC4R ag barr	m5-HT2A agonist	Granule exo inh
O=C(Nc1cc(S(=O)(=O)N2CCCCC2)ccc1N1CCOCC1)c1ccc(F)cc1	4	-5	4	-5	102	18	-10	-1.2	2	-10
CCOc1cc(/C=N/O)cc(Br)c1OCC	12	-3	5	-5	97	-5	-9	-2.1	4	7
Cc1ccc(S(=O)(=O)/N=C(\CN2CCOCC2)N2CCOCC2)cc1	-5	-6	-6	0	101	15	-1	0.5	-2	0
COc1ccc(Cn2nnnc2CN2CCN(c3ccc(OC)cc3)CC2)cc1	1	0	-8	0	101	-8	3	-1.6	-1	-1
COc1ccc(S(=O)(=O)N2CCOCC2)cc1NC(=O)Cc1coc2cc(C)c(C)cc12	-4	-3	-4	1	99	10	-4	-2.1	-5	-1
Cc1nnc(SCC(=O)N2CCOCC2)n1C	-1	-6	-5	1	98	4	0	-2.9	1	4
COc1ccc(-c2c(C)c3cc(O)ccc3oc2=O)cc1OC	4	-16	-2	3	100	1	3	1.3	3	-2
CCCCC(=O)Nc1ccc2c(c1)nc(CCN1CCOCC1)n2C	2	.	2	-2	99	11	2	1.3	1	-2
COc1ccc(C(=O)c2[nH]c(N)c(C(=O)NCCc3c[nH]c4ccccc34)c2-c2ccc(Br)cc2)cc1	.	-10	.	.	126	.	-6	.	8	7
COc1ccccc1CNC(=O)C(NC(=O)Nc1ccccc1)C(C)C (configuration not stated)	0	-7	11	-1	91	5	1	-0.9	-2	11
CCCCc1ncc(CN2CCC(n3nccc3NC(=O)c3ccccc3Cl)CC2)[nH]1	5	-6	-7	-2	103	-6	-2	0.2	-5	34
N#CC1(NC(=O)COC(=O)c2cc([N+](=O)[O-])ccc2N2CCCC2)CCCCC1	1	-6	-2	-2	101	12	7	-3.0	-1	-8
COc1ccc(CCN2CC(C(=O)N3CCC(OC)CC3)CCC2=O)cc1 (configuration not stated)	4	-6	-3	1	100	-2	-2	-2.9	-5	35
CCN(C(=O)c1cc2c(=O)[nH]c3ccc(C)cc3c2s1)c1ccc(F)cc1	4	-17	0	3	101	9	-5	12*	0	0
CCCn1c(-c2ccc(OC)cc2)nc2nc3ccccc3nc21	-3	-5	0	0	111	17	-7	0.2	3	-3

Looked up above.
For Granule exo inh, Cc1nnc(SCC(=O)N2CCOCC2)n1C has 4
For Granule exo inh, COc1ccc(CCN2CC(C(=O)N3CCC(OC)CC3)CCC2=O)cc1 (configuration not stated) has 35
For CaV13 FRET inh, COc1ccc(-c2c(C)c3cc(O)ccc3oc2=O)cc1OC has -16
For CaV13 FRET inh, CCCCc1ncc(CN2CCC(n3nccc3NC(=O)c3ccccc3Cl)CC2)[nH]1 has -6
